PfHsp40 rescue: rescue of PfHsp40-mediated yeast toxicity. S. cerevisiae expressing PfHsp40, growth rescue, ATP luminescence. 340,000 tested, 0.68% active. growth rescue, % at 12.5 µM; in the data active = growth rescue above about 28%, passing the limit was not always enough; inconclusive = no clear call, values can overlap the other calls;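 note: yeast W303a lacking pdr1 and pdr3 grown in galactose medium; growth measured after three days at 30 °C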
PriA SSB inh: K. pneumoniae PriA-SSBct interaction inhibition; 430,000 tested, 0.6% active; inhibition, % at 33 µM; AlphaScreen SSBct-PriA binding, biotinylated peptide; AID 1272365; in the data active = inhibition mostly above about 37%, no sharp cut-off; inactive = mostly below about 20%;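 note: plate controls were negative control peptide for no effect and reference peptide for full effect; strong numbers were not always called active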
CCHFV vOTU inh: blocks the CCHF virus ovarian tumor domain protease. CCHFV vOTU protease, Pep-AMC fluorescence. inhibition, % at 11.5 µM. 370,000 tested, 0.55% active. AID 651958; in the data active = inhibition above about 30%; note: 0% = vehicle wells with enzyme and 100% = no enzyme wells
BoNT A protease: inhibitors of Botulinum neurotoxin A light chain protease. multiplex microsphere protease substrate cleavage, flow cytometry. inhibition, % at 10 µM. 360,000 tested, 0.17% active; note: plate controls were buffer without enzyme for full effect and enzyme alone for no effect
Yp Topo-I inh: blocks Yersinia pestis topoisomerase I activity | Y. pestis Topo-I cleavage product accumulation, plate reader | activity, % at 10 µM | 360,000 tested, 0.064% active; in the data active = activity above about 50%, passing the limit was not always enough; inconclusive = no clear call, values can overlap the other calls; note: inactives centre near 2
VHR inh abs: DUSP3 (human) phosphatase inhibition | recombinant VHR phosphatase, pNPP absorbance | 290,000 tested, 0.52% active | P51452 | inhibition, % at 13.3 µM; in the data active = inhibition above about 50%; note: some compounds called inactive have numbers as strong as hits
TcdB GH inh: TcdB glycohydrolase inhibition; AID 652162; 350,000 tested, 0.24% active; inhibition, % at 9.99 µM; P18177; TcdB glycohydrolase enzymatic assay, plate reader; in the data active = inhibition above about 10%
Target sequence (P18177 whole entry, looked up): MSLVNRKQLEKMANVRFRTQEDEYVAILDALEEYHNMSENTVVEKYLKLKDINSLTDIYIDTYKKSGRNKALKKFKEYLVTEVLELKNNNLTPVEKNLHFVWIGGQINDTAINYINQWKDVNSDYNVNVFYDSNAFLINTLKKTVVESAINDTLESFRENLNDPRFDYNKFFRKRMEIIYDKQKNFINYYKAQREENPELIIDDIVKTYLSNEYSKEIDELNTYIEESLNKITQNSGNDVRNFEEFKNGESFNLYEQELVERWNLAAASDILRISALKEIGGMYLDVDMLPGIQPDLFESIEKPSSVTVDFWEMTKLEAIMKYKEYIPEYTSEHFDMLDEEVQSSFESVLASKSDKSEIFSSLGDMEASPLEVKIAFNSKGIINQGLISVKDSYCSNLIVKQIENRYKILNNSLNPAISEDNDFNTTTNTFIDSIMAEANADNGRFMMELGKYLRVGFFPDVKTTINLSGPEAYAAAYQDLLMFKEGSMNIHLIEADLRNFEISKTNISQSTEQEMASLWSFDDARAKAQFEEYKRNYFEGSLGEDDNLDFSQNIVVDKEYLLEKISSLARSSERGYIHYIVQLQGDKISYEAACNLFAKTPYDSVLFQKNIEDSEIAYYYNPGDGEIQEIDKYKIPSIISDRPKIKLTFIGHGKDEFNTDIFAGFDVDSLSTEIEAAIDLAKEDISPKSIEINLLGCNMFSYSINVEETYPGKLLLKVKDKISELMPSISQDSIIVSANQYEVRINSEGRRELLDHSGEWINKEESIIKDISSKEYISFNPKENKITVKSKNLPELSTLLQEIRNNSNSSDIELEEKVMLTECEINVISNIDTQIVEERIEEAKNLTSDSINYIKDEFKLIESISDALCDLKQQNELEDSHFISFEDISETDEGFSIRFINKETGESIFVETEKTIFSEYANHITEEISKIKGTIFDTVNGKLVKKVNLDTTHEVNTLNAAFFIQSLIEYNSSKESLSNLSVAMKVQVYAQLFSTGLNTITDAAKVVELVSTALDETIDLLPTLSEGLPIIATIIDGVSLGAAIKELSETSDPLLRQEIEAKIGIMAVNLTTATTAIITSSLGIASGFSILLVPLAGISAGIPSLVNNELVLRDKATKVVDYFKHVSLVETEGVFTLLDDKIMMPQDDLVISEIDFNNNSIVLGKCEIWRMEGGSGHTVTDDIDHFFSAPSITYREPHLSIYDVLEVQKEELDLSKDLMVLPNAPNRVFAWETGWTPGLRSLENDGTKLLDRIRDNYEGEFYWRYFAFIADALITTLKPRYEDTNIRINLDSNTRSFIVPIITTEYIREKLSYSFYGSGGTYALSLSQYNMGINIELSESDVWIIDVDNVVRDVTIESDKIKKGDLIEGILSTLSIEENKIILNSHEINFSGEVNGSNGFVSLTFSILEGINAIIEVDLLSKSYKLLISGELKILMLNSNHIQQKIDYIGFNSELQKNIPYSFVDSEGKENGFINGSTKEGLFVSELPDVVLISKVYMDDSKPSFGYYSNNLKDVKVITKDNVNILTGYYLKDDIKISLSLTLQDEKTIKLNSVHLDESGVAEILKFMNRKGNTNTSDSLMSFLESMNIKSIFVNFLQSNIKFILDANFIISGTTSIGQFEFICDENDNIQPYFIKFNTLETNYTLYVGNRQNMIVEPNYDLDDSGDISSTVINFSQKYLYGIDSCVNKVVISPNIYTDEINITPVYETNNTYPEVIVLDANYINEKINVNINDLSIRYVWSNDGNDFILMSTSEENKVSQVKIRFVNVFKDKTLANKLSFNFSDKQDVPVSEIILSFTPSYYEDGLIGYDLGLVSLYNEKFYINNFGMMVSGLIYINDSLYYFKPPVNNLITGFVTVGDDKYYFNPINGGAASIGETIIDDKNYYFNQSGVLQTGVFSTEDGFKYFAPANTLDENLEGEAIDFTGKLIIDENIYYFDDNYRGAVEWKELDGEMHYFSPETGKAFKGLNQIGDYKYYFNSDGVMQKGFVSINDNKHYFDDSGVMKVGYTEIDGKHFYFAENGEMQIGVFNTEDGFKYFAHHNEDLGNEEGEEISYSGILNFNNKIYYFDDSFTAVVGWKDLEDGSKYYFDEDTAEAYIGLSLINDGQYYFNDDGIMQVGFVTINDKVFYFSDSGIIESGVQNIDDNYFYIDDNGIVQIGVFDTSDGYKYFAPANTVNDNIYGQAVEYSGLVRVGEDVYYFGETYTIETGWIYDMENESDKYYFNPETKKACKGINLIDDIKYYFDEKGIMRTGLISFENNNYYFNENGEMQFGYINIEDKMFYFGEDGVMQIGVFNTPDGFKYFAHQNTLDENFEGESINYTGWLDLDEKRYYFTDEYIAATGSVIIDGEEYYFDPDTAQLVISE
3CLpro inhibitor: SARS-CoV 3CLpro protease inhibition; P0C6X7; recombinant SARS-CoV 3CLpro, quenched FRET peptide cleavage; inhibition, % at 6 µM; 290,000 tested, 0.14% active; AID 1706; in the data active = inhibition above about 12%
Vc quorum ag: quorum light induction in luxS cqsA deficient V. cholerae; V. cholerae BH1578 lux reporter, luminescence, 6 h; activation, % at 18.7 µM; 350,000 tested, 0.16% active; AID 588436; in the data active = activation mostly above about 9.7%, no sharp cut-off; inconclusive = no clear call, values can overlap the other calls; inactive = mostly below about 3.7%; note: not every result past the cut was called active; inactives centre near 0; reference of the scale not given here
Anthrax LF inh2: blocks Bacillus anthracis lethal factor protease; P15917; multiplex microsphere protease cleavage assay, LF; inhibition, % at 10 µM; 360,000 tested, 0.12% active; note: plate controls were buffer without enzyme for full effect and enzyme alone for no effect
Numbers without * were called inactive; i = inactive; ? = inconclusive; . = not tested or not shown. Cut-off read from the data, not from the text of the source, unless noted: active = inhibition above about 30%; inconclusive = no clear call, values can overlap the other calls; inactive = below that.

Every second line gives: PfHsp40 rescue, PriA SSB inh, CCHFV vOTU inh, BoNT A protease, Yp Topo-I inh, VHR inh abs, TcdB GH inh, 3CLpro inhibitor, Vc quorum ag, Anthrax LF inh2
- O=C(Nc1cc(Cl)ccc1-n1cncn1)c1cncc(Br)c1
    0.7, -3, 4, 6.2, -4, ., 1.9, ., i, 7
- COC(=O)c1sccc1NC(=O)c1ccco1
    1.1, -4, -24, 0.3, 6, 8, ., -6, i, -3
- O=C(Nc1nccs1)c1ccc(N2C(=O)[C@@H]3[C@H](C2=O)[C@H]2C=C[C@@H]3C2)cc1
    -1.9, -6, -10, -0.6, -8, 9, 1.0, 0, i, 9
- CC(Oc1ccc(Cl)cc1)C(=O)/C=C/N(C)C (stereo not drawn)
    -2.1, -17, -2, 0.6, 11, -4, ., 2, -0.2, -3
- Cc1cnc(NC(=O)c2c(-c3ccccc3)noc2C)s1
    -1.9, -5, 0, -1.2, 10, -4, 1.2, 1, 0.5, -7
- COc1ccc(C(C)(O)c2nc(/C=C/c3ccccc3)cs2)cc1 (stereo not drawn)
    ., ., 3, -1.3, 10, ., 1.6, ., -0.4, -6
- COc1ccc(C(=O)c2ccc(-c3ccc(OC)cc3)nc2)cc1
    -0.7, 2, 0, -1.4, 3, -35, 1.0, -1, -0.5, -9
- COc1ccc(Cc2nnc(SCC(=O)Nc3cc(Cl)ccc3C)[nH]c2=O)cc1
    0.3, -1, 4, 0.2, 0, ., -2.2, ., i, ?
- CC(=O)Nc1cc(-c2nn(C)c(=O)c3ccccc23)ccc1N1CCOCC1
    -0.7, -8, 1, 1.0, -3, 20, ., 1, i, 0
- CCN1CCN(CC(=O)c2c[nH]c3ccc(C)cc23)CC1
    -0.3, -12, -10, -0.7, -1, -2, ., -4, ., -2
- O=C(CN1CCN(c2ccccn2)CC1)Nc1ccc(OC(F)(F)F)cc1
    1.6, 1, 5, 2.3, -5, 27, -0.4, -9, i, -4
- COCCNC(=O)C(C)OC(=O)c1nsc(Cl)c1Cl (stereo not drawn)
    -0.5, 6, 15, -0.3, 5, 13, ., -3, -2.9, 0
- CC(=O)c1ccc(S(=O)(=O)N(C)CCCC(=O)N(C)Cc2c(F)cccc2Cl)cc1
    0.1, -2, 2, -0.5, 33, 16, 0.1, -1, -0.5, -3
- CCN(CC)C(=O)C(Cc1ccccc1)N1C(=O)c2ccccc2C1=O (stereo not drawn)
    -0.8, -3, 2, 0.4, 12, 12, ., 4, -0.4, 1
- CSc1nc(C(=O)N2CCCC(Nc3ccc(C)c(C)c3)C2)cs1 (stereo not drawn)
    0.6, 4, 11, -1.1, 5, 32, 1.5, -3, -0.2, 2
- c1cc(-c2noc(CCC3CCCC3)n2)ccn1
    -0.6, -41, 3, -1.7, 5, 7, ., 4, -0.3, -2
- O=c1[nH]c(=O)n(CCC2=CCCCC2)c(O)c1C=NCCCn1ccnc1
    1.0, 1, 8, -0.1, -6, 8, ., 1, ., -3
- CC(C)Cn1c(N)c(C(=O)COC(=O)C2=COCCO2)c(=O)n(C)c1=O
    2.2, -3, -1, -1.2, 8, ., ., -4, 0.1, -6
- Cc1ccc(-n2nc3c(=O)n(C(C)C(=O)NCCc4cccs4)nc(C)c3c2C)cc1 (stereo not drawn)
    -0.7, -5, ., -0.8, 13, 2, ., -2, 11, 0
- Fc1cccc(Nc2ncnc3[nH]ncc23)c1
    11, -12, 12, -0.2, -2, 15, 2.9, 1, i, 4
- Cc1nn(C)c(C)c1S(=O)(=O)N(CC(=O)Nc1ccc2c(c1)OCO2)c1ccc(C(C)C)cc1
    1.0, 3, -4, -0.4, 30, 5, 0.0, 7, -0.1, -6
- CC(=O)NC(CC(=O)NCc1ccncc1)c1ccccc1 (stereo not drawn)
    0.0, -4, 6, -0.6, 10, 42, -0.2, 2, i, -3
- O=c1ccc(C(F)(F)F)cn1Cc1cc(=O)n2ccsc2n1
    0.7, -3, 7, -1.2, 0, 8, 5.5, 2, i, -1
- O=C(N/N=C/c1ccccn1)c1cc(C2CC2)[nH]n1
    -0.2, ., 1, -1.8, 4, 18, 2.0, -3, -0.3, 0
- CC(C)(C)NC(=O)CCc1ncc(C(F)(F)F)cc1Cl
    -2.6, -12, -3, 0.0, 2, 23, 0.2, -1, -0.4, -4
- O=C(O)c1cccc(S(=O)(=O)N(Cc2ccccc2)c2ccccc2)c1
    -1.2, -1, 3, -0.3, 6, 4, -4.0, 5, 1.5, 2
- CCCCOc1nc2ccccc2nc1NS(=O)(=O)c1ccc(F)cc1
    -1.2, -1, 7, -2.1, 5, -3, -1.9, 2, i, -2
- CCCCC(CC)C(=O)Nc1ccc(C)c(O)c1 (stereo not drawn)
    ., -21, 0, -0.6, -1, 53*, 0.3, 2, -0.1, -7
- COc1ccc(-c2csc(N3CCC(C(N)=O)(N4CCCCC4)CC3)n2)cc1
    2.2, 10, -8, 0.2, 3, 11, ., -1, -0.2, -4
- CCOC(=O)C1CCN(C(=O)COc2ccc(N(C)S(=O)(=O)c3cccs3)cc2)CC1
    1.4, -4, 3, -0.1, 17, 3, ., 0, i, -6

Single records (already shown). Order of values: PfHsp40 rescue | PriA SSB inh | CCHFV vOTU inh | BoNT A protease | Yp Topo-I inh | VHR inh abs | TcdB GH inh | 3CLpro inhibitor | Vc quorum ag | Anthrax LF inh2
CSc1nc(C(=O)N2CCCC(Nc3ccc(C)c(C)c3)C2)cs1 (stereo not drawn) is listed with 0.6 | 4 | 11 | -1.1 | 5 | 32 | 1.5 | -3 | -0.2 | 2
COc1ccc(C(=O)c2ccc(-c3ccc(OC)cc3)nc2)cc1 is listed with -0.7 | 2 | 0 | -1.4 | 3 | -35 | 1.0 | -1 | -0.5 | -9

Next results.
Every second line gives: PfHsp40 rescue, PriA SSB inh, CCHFV vOTU inh, BoNT A protease, Yp Topo-I inh, VHR inh abs, TcdB GH inh, 3CLpro inhibitor, Vc quorum ag, Anthrax LF inh2
- O=C(CSc1nnc(Nc2ccccc2F)s1)Nc1cccc(S(=O)(=O)N2CCCCC2)c1
    2.1, 3, 6, -0.3, 7, 6, ., 5, 3.1, -7
- COc1ccc(S(=O)(=O)N2CCc3ccccc32)cc1NC(C)=O
    -0.5, 1, 6, 0.9, 4, 29, 1.5, 2, 1.2, -8
- COc1ccc(N2C3=C(C(=O)CC(C)(C)C3)C(c3cnn(C)c3)C3=C2CC(C)(C)CC3=O)cc1
    1.2, -13, -153, 3.0, 17, -22, -1.7, -1, i, 8
- COc1ccc(OC)c(CCNC(=O)CCn2ccc3cc(S(=O)(=O)N4CCCC4)ccc32)c1
    -2.4, 12, -6, -1.2, 36, 23, -0.2, 1, 6.2, -2
- Cc1csc(SCC(=O)Nc2ccc3[nH]c(=O)[nH]c3c2)n1
    -0.5, -1, -4, 0.0, 2, ., 1.2, ., i, -6
- CCC(C#CCN1CCOCC1)(CC)OCCC#N
    1.2, -7, 0, -0.3, 2, -4, ., -12, ., -2
- CCCCN(C)C(=O)c1cc2cc3cc(OC)ccc3nc2o1
    1.1, -16, -43, -0.3, 15, 24, ., 2, -0.8, -2
- Cc1ccc(Cl)cc1-c1cc(C(=O)NCC2CCCCC2)[nH]n1
    ., ., 10, -0.1, -2, ., 1.9, ., i, 3
- CC(C)(C)OC(=O)NCCCCCNC(=O)c1nc[nH]c1C(=O)NCC(=O)OCc1ccccc1
    2.9, 7, 9, -1.1, 5, ., 0.7, ., -0.8, -2
- O=C(c1ccccc1Br)N1CCc2c([nH]c3ccccc23)C1
    3.0, -2, -2, -2.5, 3, ., -0.1, -3, -3.7, -20
- CCOc1ccccc1NC(=O)COC(=O)c1ccc2ccccc2n1
    -0.6, -9, 28, 0.7, -5, ., -0.4, ., i, -5
- Cc1cccc(-c2nc(=S)c3c(n2Cc2ccco2)CCCC3)c1
    1.2, 4, 16, 3.4, -1, 16, ., 5, 0.1, -10
- O=C(O)CCN1CCc2ccccc2C1c1cccs1 (stereo not drawn)
    -0.9, -6, 1, -0.1, -5, 23, -0.6, 6, -0.3, -2
- COc1ccc(N(CC(=O)NCCSc2ccccc2)S(=O)(=O)c2ccccc2)c(OC)c1
    1.2, -8, 0, -0.1, -13, ., 2.2, ., -3.3, -9
- c1ccc(Nc2nc(N3CCCCC3)nc(N3CCCCC3)n2)cc1
    0.0, -19, 20, 0.2, 1, 8, ., 1, 5.6, 2
- COc1cc(CC(NC(C)=O)C(=O)NC2CCN(C(=O)Nc3ccccc3Cl)CC2)cc(OC)c1 (stereo not drawn)
    -1.0, -8, -12, 0.1, -2, 20, 0.5, 1, 0.2, -6
- O=C(Nc1ccc(Cl)c(C(F)(F)F)c1)[C@@H]1CC=C[C@@H]2CCN(C3CC3)C(=O)[C@@H]21
    0.5, 1, -2, -0.1, -1, ., 3.6, ., i, 1
- COC(=O)c1ccc2c(=O)n(-c3ccc(OC)cc3)c(=S)[nH]c2c1
    -1.0, 3, -11, -0.8, 2, 9, 0.0, 1, -0.1, -6
- O=C(N1CCOCC1)N1CCN(c2ccccn2)CC1
    -1.7, -17, -9, 1.2, 8, -4, ., -8, -1.1, 0
- CN(C)CCCN(Cc1ccccc1)C(=S)Nc1ccc(SC(F)F)cc1
    -0.3, -12, -9, -1.5, -13, 11, 0.3, 2, -0.4, -3
- CC(C)CCNC(=O)c1onc(CSc2ccncc2)c1C(=O)NCCC(C)C
    4.2, -13, 0, 0.6, 24, 7, 2.0, ., 0.8, -1
- CN1C(=O)[C@H]2[C@@H](C3CC3)N3C(=O)CN(CC4CC4)C(=O)[C@@]3(C)[C@H]2C1=O
    -0.2, -5, 13, -0.4, 4, -7, 0.8, -5, -1.4, -7
- CCc1c(C)n([O-])c2c([n+]1=O)CCC2
    -0.5, -5, 2, 0.1, 1, 21, ., 0, i, -4
- COc1ccc([C@H]2CC(=O)C=C(c3c(OC)cccc3OC)C2)cc1
    2.6, 4, 6, -1.3, 10, ., -0.6, ., -0.4, -2
- COc1ccc(Cl)cc1N1C(=O)C2CCCN2C1c1sccc1C (stereo not drawn)
    -0.2, -9, -2, -1.1, 4, 11, ., -3, -0.5, 2
- CC(=NN1CC(=O)NC1=O)c1ccc([N+](=O)[O-])o1
    -1.0, -4, 6, -0.9, 6, ., 1.7, ., -2.9, -5
- O=C(CCNS(=O)(=O)c1ccccc1C(F)(F)F)N1CCN(c2ccccc2O)CC1
    0.2, 4, -11, -0.2, 13, ., 2.3, ., -0.5, -6

Pulled one by one from above:
Every second line gives: PfHsp40 rescue, PriA SSB inh, CCHFV vOTU inh, BoNT A protease, Yp Topo-I inh, VHR inh abs, TcdB GH inh, 3CLpro inhibitor, Vc quorum ag, Anthrax LF inh2
- CN1C(=O)[C@H]2[C@@H](C3CC3)N3C(=O)CN(CC4CC4)C(=O)[C@@]3(C)[C@H]2C1=O
    -0.2, -5, 13, -0.4, 4, -7, 0.8, -5, -1.4, -7
- Cc1ccc(Cl)cc1-c1cc(C(=O)NCC2CCCCC2)[nH]n1
    ., ., 10, -0.1, -2, ., 1.9, ., i, 3
- O=C(N1CCOCC1)N1CCN(c2ccccn2)CC1
    -1.7, -17, -9, 1.2, 8, -4, ., -8, -1.1, 0

Not all compounds are listed; the hit share may differ from the screen's.
